# Growth percent in the NCI-60 one-dose screen (48 h, 10 µM unless noted): 100 = growth as untreated, 0 = no growth, -100 = all killed.
# HL-60(TB) = HL-60(TB) leukemia cells; actives 9% (n = 78,000); active means growth percent below 10
# An asterisk follows results filed as active; & = joins results of further samples; [ ] = another dose, or the depositor's remark. The list is partial; the hit share may differ from the screen's.
SMILES,HL-60(TB)
CCCn1nc(C(=O)N2CCCCC2)c2c1CCC(Nc1ccc(Oc3ccccc3)cc1)C2 (configuration not stated),96.4
COc1ccc(-c2cc(C(=O)N=Nc3c(O)n(Cc4ccccc4)c4ccccc34)no2)cc1,92.7
CC1=NN(c2cc(Cl)c(S(=O)(=O)O)cc2Cl)C(=O)C1N=Nc1ccc(S(=O)(=O)O)cc1 (configuration not stated),115.7
CCCc1nc2c(c(=O)n(C)c(=O)n2C)n1C,99.9
Cc1nc(/N=C(\N)NC(=O)Nc2ccccc2)sc1C,90.1
CCCCCCCCCCCC(C)=O,97.9
O=C(O)/C=C(\c1nc2ccccc2[nH]1)c1cc(Cl)ccc1O,90.8
Cc1cc(-c2ccc(N=Nc3c(C)nn(-c4ccc(S(=O)(=O)O)cc4)c3O)c(C)c2)ccc1N=Nc1ccc(O)c(C(=O)O)c1,99.0
COc1ccc(CN2CCc3c([nH]c(=O)[nH]c3=O)C2)c(OC)c1,86.0[100 µM]
CCN(CC)c1ccc2cc(C3C(C#N)=C(c4cccs4)OC(NC)=C3[N+](=O)[O-])c(=O)oc2c1 (configuration not stated),90.6
CCc1ccc(N2CCC(=O)NC2=S)cc1,100.3
CN(C)/C=C1\CC(C(=O)NCc2ccc(Cl)cc2Cl)NC1=O (configuration not stated),99.3
CC(C)CSc1nc(NCCO)c(C#N)c(-c2ccc(F)cc2)n1,96.4
COc1ccc(-c2cc(-c3nc4ccc(C(F)(F)F)cc4[nH]3)[nH]n2)cc1,101.1
COC(=O)c1[nH]nc(OC)c1C1(C(C#N)c2nc3ccccc3s2)CCCc2ccccc21 (configuration not stated),79.8
COc1ccc2c(c1)CC[C@@H]1[C@@H]2CC[C@]2(C)C=CC[C@@H]12,82.5
NC[C@H](O)c1ccc(O)c(O)c1,98.8
CC1=CC[C@@H]2[C@@H](C1)c1c(O)cc(C(C)(C)c3ccccc3)cc1OC2(C)C,76.2
CCN1C(=O)/C(=C/N2N=C(c3ccc(Cl)cc3)CC2c2ccc(OC)cc2)SC1=S (configuration not stated),67.1
Nc1c2c(=O)oc3c4ccccc4nc3c2[nH]n1CCO,97.8

# Part of the list above, with tabs:
compound	HL-60(TB)
CC1=NN(c2cc(Cl)c(S(=O)(=O)O)cc2Cl)C(=O)C1N=Nc1ccc(S(=O)(=O)O)cc1 (configuration not stated)	115.7
CCCc1nc2c(c(=O)n(C)c(=O)n2C)n1C	99.9
Cc1nc(/N=C(\N)NC(=O)Nc2ccccc2)sc1C	90.1
CCCCCCCCCCCC(C)=O	97.9
O=C(O)/C=C(\c1nc2ccccc2[nH]1)c1cc(Cl)ccc1O	90.8

# More structures follow.
SMILES,HL-60(TB)
C=C1CCC2C3(C)COC(c4cc(F)cc(F)c4)OC3CCC2(C)C1C/C=C1/C(=O)OCC1O (configuration not stated),-9.6*
Ic1ccc2oc3ccccc3c2c1,96.8
N#Cc1c(-c2ccccc2)nc(SCC(=O)NNc2ncnc3ccccc23)n(Cc2ccccc2)c1=O,96.7
O=CNc1cccc(Cl)c1Cl,126.8
COC1OC2COC(c3ccccc3)OC2C(O)C1NC(=O)c1ccccc1 (configuration not stated),106.5
O=C(C1CN(c2cccc(Cl)c2)N(c2cccc(Cl)c2)C1=O)N1CCCCC1 (configuration not stated),25.2
CCN(CCO)C(C(=O)c1ccccc1)c1ccccc1 (configuration not stated),74.0
CCOC(=O)c1c2c(c(C)n1Cc1ccccc1)-c1[nH]ncc1CC2,75.2
Cc1cc(C(=O)Nc2ccc(SC#N)cc2)c(C)o1,47.7
Cc1ccc(NC(=O)CC2Sc3ccccc3NC2=O)cc1C (configuration not stated),77.5
COc1cccc(NC(N)=O)c1,97.9
O=Cc1nc2ccccc2c(/C=C/c2ccc(Cl)cc2)c1C(=O)c1ccccc1,90.4
O=C(CSc1nnc(-c2ccc(Cl)cc2)n1-c1ccccc1)Nc1ccc(F)cc1,95.3
Fc1ccc(/C=C/c2cc(/C=C/c3ccc(F)cc3)n(-c3ccccc3)n2)cc1,56.6
Nc1ccnc(N)n1,67.1
CCc1ccc(NC(=O)N[C@@H](Cc2cccc(C)c2)C(=O)N[C@@H]2C(=O)N3CCC[C@H]3C(=O)N3CCCC[C@H]3C(=O)N[C@@H](CO)C(=O)N3C[C@H](C)C[C@H]3C(=O)O[C@H]2C)c(F)c1,15.8
CSc1ncc(CO)c(N)n1,102.7
COc1cccc(/C(N)=N/C(N)=N/c2nc3ccccc3s2)c1,87.0
CN(NC(=O)C(=O)NCc1ccco1)C(=O)Nc1ccccc1,96.0
Fc1ccccc1CCl,86.7
FC(F)(F)c1cccc(Nc2ccccc2)c1,92.7
COc1ccc(-c2cc(-c3ccc(Cl)cc3)c(C#N)c(=O)n2CCCCCC(=O)Nc2ccccc2N)cc1,-14.5*
CN(C)S(=O)(=O)n1cnc([C@@H]2c3c(ncn3S(=O)(=O)N(C)C)C[C@H]3Cn4c(=O)n(-c5ccccc5)c(=O)n4C[C@H]32)c1,101.8
CCOC(=O)C1=C(CCl)NC(=O)NC1c1ccc2c(c1)OCO2 (configuration not stated),56.9
CCOC(=O)N/N=C/c1ccc([N+](=O)[O-])o1,81.6
O=c1c2cc(F)cc(F)c2sc2c(NCCCNCCO)nc3ccccc3c12,88.2
CCCCCN1C=C/C(=C\C(=O)N(C)c2cccc(Br)c2)c2ccccc21,103.1
CCOc1ccc(-c2nnc(-c3cc(OC)c(OC)c(OC)c3)n2-c2ccc(OC)cc2)cc1,70.7
[O-][Cl+3]([O-])([O-])O,92.9
O=C(/C=C/c1ccc2c(c1)OCO2)c1ccc(Oc2ncnc3ccccc23)cc1,71.5
Nc1ncnc2sc(-c3ccc(Cl)nc3)c(-c3ccccc3)c12,92.2
CCCCC[C@H]1C/C=C2/C(=O)C(Cl)=C[C@@H]2C/C=C\CCCC(=O)O1,-9.0*
COc1ccccc1NC(=O)/C(=C/C1CC(=O)NC1=S)C(C)=O (configuration not stated),101.2
CNC(=O)c1cc(N2CCc3c2ccc(NC(=O)Nc2cc(C(F)(F)F)cc(C(F)(F)F)c2)c3F)ccn1,121.0
NS(=O)(=O)c1ccc(CCNc2nc3c(-c4cccc(F)c4)nnn3c3ccccc23)cc1,95.7
NCCCCCCCCC(=O)O,102.3
Nc1ncc(Sc2nc3ccc(Cl)cc3c(=O)n2Cc2ccccc2)s1,113.4
C=CCN(CC=C)CCN1C(=O)c2c(c3c4ccccc4n(C4CC(O)C(O)C(C)O4)c3c3[nH]c4ccccc4c23)C1=O (configuration not stated),100.7
O=[N+]([O-])c1ccc(/C=C2/c3ccccc3-c3ccc([N+](=O)[O-])cc32)cc1,104.5
CC1=NN(c2ccccc2C)C(=O)C1,148.5

# Three structures from above, arranged by number of heavy atoms, rising.
SMILES,HL-60(TB)
CC1=NN(c2ccccc2C)C(=O)C1,148.5
CCOC(=O)N/N=C/c1ccc([N+](=O)[O-])o1,81.6
FC(F)(F)c1cccc(Nc2ccccc2)c1,92.7

# Later entries:
SMILES,HL-60(TB)
N#Cc1nc(C2CC2c2ccccc2)oc1N1C[C@@H]2C[C@@H](C1)c1cccc(=O)n1C2 (some centres not stated),76.9
NC(=O)OC1CCCCC1,98.4
O=C1OC(c2c[nH]c3ccccc23)=C(Cl)C1Cl (configuration not stated),111.9
Oc1c(I)cc(I)c2cccnc12,64.2&97.0
COc1ccc(C(=O)/C=C/c2ccc3c(c2)OCO3)cc1S(=O)(=O)Nc1cccnc1,91.3
CCOC(=O)c1cc2cc(C)ccc2[nH]1,94.7
CC(=NCCN)c1nc2ccccc2n1CCBr,95.4
O=c1[nH]c2ccccc2c(O)c1N=Nc1ccc(N=Nc2ccc(S(=O)(=O)O)cc2)cc1,106.6
Cc1cc(=O)oc2cc(OCCOc3ccc(/C=C/C(=O)Nc4ccccc4)cc3)ccc12,126.0
CCN(c1ccccc1)S(=O)(=O)c1ccccc1N,107.8
COc1ccc(-n2nnc3c4nc(-c5ccccc5)oc(=O)c4c(C)nc32)cc1,98.5
COc1cc(N2C(=O)CC(c3ccc4c(c3)OCO4)C3C2=NC(=O)N3C)cc(OC)c1OC (configuration not stated),119.1
CCOC(=O)C(Br)c1cccc(OC)c1 (configuration not stated),97.9
COc1cccc(NC(=O)Nc2ccc(-c3ccc(OC)c(OC)c3)nc2C)c1,73.3
COc1cc2nc(-c3ccsc3)cc(OCCCN3CCC(O)CC3)c2cc1OC,99.2
CCN1C(=O)N(CC)C2C1NN=c1s/c(=C3\C(=O)N(CCC(C)C)c4ccccc43)c(=O)n12 (configuration not stated),-38.2*
COC(=O)CCCCN=Cc1c(O)c(O)c(C(C)C)c2cc(C)c(-c3c(C)cc4c(C(C)C)c(O)c(O)c(C=NCCCCC(=O)OC)c4c3O)c(O)c12,10.9
CC[C@@H](C)[C@H](NC(=O)Cn1cc(CNC(=O)[C@@H](NC(=O)OCc2ccccc2)C(C)C)nn1)C(=O)OC,101.1
O=C(Nc1ccccc1)OCC1COC(c2ccccc2)(c2ccccc2)O1 (configuration not stated),86.6
COc1ccc(/C=c2\c(=O)n(-c3ccccc3)c3nn4c(n23)=NNC(=O)C=C4c2ccc(Cl)cc2)cc1,101.1

# A few values from the list.
# O=C(Nc1ccccc1)OCC1COC(c2ccccc2)(c2ccccc2)O1 (configuration not stated) in HL-60(TB) → 86.6
# O=C1OC(c2c[nH]c3ccccc23)=C(Cl)C1Cl (configuration not stated) in HL-60(TB) → 111.9
# COc1ccc(C(=O)/C=C/c2ccc3c(c2)OCO3)cc1S(=O)(=O)Nc1cccnc1 in HL-60(TB) → 91.3
# COc1ccc(/C=c2\c(=O)n(-c3ccccc3)c3nn4c(n23)=NNC(=O)C=C4c2ccc(Cl)cc2)cc1 in HL-60(TB) → 101.1
# COc1ccc(-n2nnc3c4nc(-c5ccccc5)oc(=O)c4c(C)nc32)cc1 in HL-60(TB) → 98.5
# CC[C@@H](C)[C@H](NC(=O)Cn1cc(CNC(=O)[C@@H](NC(=O)OCc2ccccc2)C(C)C)nn1)C(=O)OC in HL-60(TB) → 101.1
# NC(=O)OC1CCCCC1 in HL-60(TB) → 98.4

# The list goes on:
SMILES,HL-60(TB)
COc1ccc2cc(-c3ccnc4c(N=Nc5ccccc5)c(-c5ccccc5)nn34)ccc2c1,100.9
O=C1Nc2ccc(Cl)cc2/C1=C/C(=O)c1cc2ccccc2oc1=O,100.9
C=C1C(=O)O[C@H]2[C@H]1CC/C(COC(=O)CSCC(=O)OC/C1=C/CC[C@@]3(C)O[C@H]3[C@H]3OC(=O)C(=C)[C@@H]3CC1)=C\CC[C@@]1(C)O[C@@H]21,-42.0*
NC1=NC(Cn2nc(-c3ccccc3)c3ccccc3c2=O)=NNC(=O)N1,101.5
Cc1ccc(NC(=O)Nc2ccc(Nc3ncnc4sc5c(c34)CCN(C(=O)OC(C)(C)C)C5)cc2)cc1Cl,88.6
COc1ccc(/C=C(/C#N)C(N)=O)cc1Br,103.7
Oc1cccc(Nc2ccccc2)c1,79.4
COc1cc2oc(-c3cccc(NC(=O)c4cccc(Br)c4)c3)cc(=O)c2c(O)c1OC,79.0
COc1ccc(Nc2nc(N)n(S(=O)(=O)c3ccc(F)cc3)n2)cc1,98.9
O=C(NCCN(CCNC(=O)C(=O)c1c[nH]c2ccccc12)CCNC(=O)C(=O)c1c[nH]c2ccccc12)C(=O)c1cc2ccccc2[nH]1,97.9
Cc1cc(Cl)cc(C)c1O,100.8
COc1c2occc2c(OC)c2c(=O)c(C3=NN(C(C)=O)C(c4ccc(F)cc4)C3)c(C)oc12 (configuration not stated),92.3
O=C(Nc1ccc(Cl)c(Cl)c1)Nc1ccc2[nH]ccc2c1,98.7
COC(=O)[C@@H]1C(=O)[C@H](C)CC2[C@@]3(C)CC[C@H](O)C(C)(C)C3CC[C@]21C (some centres not stated),85.3
O=C(Nc1nc2ccc(Cl)cc2s1)c1ccc(Cl)cc1Cl,92.6
Cc1cn(C)cn1,115.9
CC(=O)Nc1cc(C)cc(C(=O)O)c1C,116.0
C#Cc1cccc(Nc2ncnc3cc(NC(=O)CCl)ccc23)c1,-41.3*
COc1cc(C2=NNC(c3ccc(Oc4ccc(Br)cc4)cc3)C2)cc(OC)c1OC (configuration not stated),61.9
Cn1cc(-c2ccc3c(c2)ncn3-c2ccc(CC(=O)Nc3cc(C(C)(C)C)on3)cc2)cn1,67.4
O=S(=O)(/C=C/c1ccccc1)c1ccc(F)cc1,97.4
COc1ccc2oc3c(C)c4c(c(C)c3c2c1)C(=O)N(CCN1CCCCC1)C4=O,96.4
CC1(C)CC[C@]2(C(=O)N3CCCN(CC#N)CC3)CC[C@]3(C)C(=CC[C@@H]4[C@@]5(C)CCC(=O)C(C)(C)[C@@H]5CC[C@]43C)[C@H]2C1,102.9
CCc1ccc(Oc2c(-c3ccc(OCCc4cccc(C(F)(F)F)c4)cc3O)n[nH]c2C(F)(F)F)cc1,50.9
O=C(Nc1ccccc1-c1nn(CN2CCNCC2)c(=S)n(CN2CCNCC2)c1=O)C(F)(F)F,103.1
O=C(O)c1ccc(-c2nn(-c3ccc(C(=O)O)cc3)cc2CNc2cccc(Br)c2)cc1,153.1
CC(=O)n1nc(C(=O)OC(C)C)c2cc(F)c(F)cc21,112.3
Oc1ccc(CSc2nnc(-c3ccccc3)n2-c2ccccc2)c2cccnc12,7.9*
O=S(=O)(Nc1ccc2ccccc2c1)N1CCCCC1,85.1
C=CC(=O)Nc1ccc(Oc2nccc(Nc3nnc(-c4ccccc4)s3)n2)cc1,95.2
COc1cc2nc(Nc3cccc(F)c3)nc(Nc3cc(C)[nH]n3)c2cc1OC,-54.0*[20 µM]
Cc1cc(C)c(NC2=NCCS2)cc1C,99.5
Cc1ccc(-c2nc3cc4nc5ccccc5nc4cc3n2C)cc1,102.6
COc1cc(OC)c(NC(=O)NNC(=O)C(=O)NC2CC2)cc1Cl,110.3
CCOc1ccc(/C=C2/NC(=O)NC2=O)cc1Cl,77.7
COC1=C(C)C(=O)c2c(c(CCCl)c3n2CCC3O)C1=O (configuration not stated),50.3
Cc1cc2oc3c(c2c(=O)[nH]1)C(=O)c1ccccc1C3=O,104.2
CC1CC2(C)C(CCC3C2CCC2(C)C(OP(=O)(N4CC4)N4CC4)CCC32)CC1=O (configuration not stated),90.4
O=C(Nc1cccc(Cl)c1)Nc1nccs1,88.7
COc1ccc(C2c3sc4c(F)cccc4c3Oc3nc[nH]c(=O)c32)cc1 (configuration not stated),-44.6*
Cc1cc(C)n(Nc2nc3ccccc3[nH]c2=O)c(=O)c1C#N,102.3
